TGFb inhibitor: blocks TGF-b signaling; HepG2 CAGA-GFP TGF-b/SMAD3 reporter, GFP fluorescence, 18 h; TGF-beta stimulated, 500 pg/mL final; Potency, µM (series often up to 46.1 µM), for inactives: top-dose activity, negative = inhibition, most hits filed as inhibitors; actives 1.2% (n = 410,000); AID 588855; also: % is scaled to controls: 0 for no effect and ±100 for the full control effect; nearly all actives have a fitted effect of over 65% in size
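Per well, imaged GFP fluorescence of HEPG2 CAGA-GFP cells gives the signal; cells get compound, then TGF-beta (500 pg/mL final), 18 h at 37 degrees C; %Activity versus -TGF-beta and +DMSO controls.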
A549 viability: counter-screen for Nrf2 inhibitors: cytotoxicity in A549 cells | Potency, µM (doses to about 46 µM), for the others: top-dose activity change, negative = cytotoxicity, actives largely listed as inhibitors | actives 0.16% (n = 390,000) | A549 ARE-Fluc cells, CellTiter-Fluor viability, 18-24 h; also: % is scaled to controls: 0 for no effect and ±100 for the full control effect
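A549 ARE-Fluc cells in 5% FBS OPTI-MEM, 5000 cells/well, rested 2 h then exposed to compounds in concentration-response for 18-24 h at 37 °C. Viability by CellTiter-Fluor fluorescence (Ex 405/Em 525) after 30 min; luciferase luminescence (BugLite, 15 min, RT) read afterwards.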
EPAC2 antagonist: antagonists of human EPAC2; EPAC2 GEF exchange of Rap1B-BODIPY-GDP, fluorescence; Q8WZA2; Potency, µM (titrated, usually from 114 µM), for inactives: top-dose activity, negative = inhibition, hits mostly inhibitors; actives 0.18% (n = 360,000); AID 720708; also: % is scaled to controls: 0 for no effect and ±100 for the full control effect; nearly all actives have a fitted effect of over 45% in size; many of its hits are not listed in these tables
Target sequence (Q8WZA2 whole entry, looked up): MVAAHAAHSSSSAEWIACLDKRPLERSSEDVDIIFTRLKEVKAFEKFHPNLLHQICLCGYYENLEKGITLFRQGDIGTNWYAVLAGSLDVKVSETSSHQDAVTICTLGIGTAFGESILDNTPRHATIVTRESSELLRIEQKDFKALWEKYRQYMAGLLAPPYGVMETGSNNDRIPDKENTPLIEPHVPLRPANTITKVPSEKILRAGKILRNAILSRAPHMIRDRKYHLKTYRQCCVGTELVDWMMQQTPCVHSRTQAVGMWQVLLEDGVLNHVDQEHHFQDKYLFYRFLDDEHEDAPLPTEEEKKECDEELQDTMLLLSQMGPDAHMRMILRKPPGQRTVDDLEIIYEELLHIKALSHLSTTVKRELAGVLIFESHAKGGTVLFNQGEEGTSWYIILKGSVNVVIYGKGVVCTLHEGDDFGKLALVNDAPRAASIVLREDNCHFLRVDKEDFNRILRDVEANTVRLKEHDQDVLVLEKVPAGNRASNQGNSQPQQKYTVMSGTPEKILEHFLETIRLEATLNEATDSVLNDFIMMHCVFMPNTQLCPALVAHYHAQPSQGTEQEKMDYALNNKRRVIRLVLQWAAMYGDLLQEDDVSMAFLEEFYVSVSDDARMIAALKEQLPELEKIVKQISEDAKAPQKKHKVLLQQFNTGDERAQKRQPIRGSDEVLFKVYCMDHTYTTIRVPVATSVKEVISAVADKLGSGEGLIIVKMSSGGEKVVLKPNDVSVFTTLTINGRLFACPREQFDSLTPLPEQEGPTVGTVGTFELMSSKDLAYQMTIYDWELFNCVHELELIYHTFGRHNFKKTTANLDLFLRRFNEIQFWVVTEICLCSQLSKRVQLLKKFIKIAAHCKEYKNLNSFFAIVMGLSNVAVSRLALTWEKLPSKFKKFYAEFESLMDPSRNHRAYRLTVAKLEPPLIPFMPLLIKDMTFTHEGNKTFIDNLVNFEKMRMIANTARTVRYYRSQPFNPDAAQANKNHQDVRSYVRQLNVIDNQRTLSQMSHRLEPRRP
ATXN2 expr inh: inhibitors of ATXN2 expression; Potency, µM (titrated, usually from 57 µM), for inactives: at the highest dose activity change, negative = inhibition, most hits filed as inhibitors; AID 1745845; HEK-293 ATXN2-luciferase reporter, luminescence, 24 h; actives 0.72% (n = 360,000); also: % is scaled to controls: 0 for no effect and ±100 for the full control effect; nearly all actives have a fitted effect of over 55% in size
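qHTS (up to 57 uM final) was run with 24 h compound exposure of reporter cells at 37 °C. Each well was multiplexed: SteadyGlo luminescence measured ATXN2-luciferase expression after a fluorogenic Gly-Phe-AFC viability readout (25 uM final).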
Nrf2 inh: inhibitors of Nrf2 signaling | A549 ARE-Fluc reporter, luciferase luminescence, 18-24 h | Potency, µM (top dose mostly 46 µM), for the others: top-dose activity change, negative = inhibition, most hits filed as inhibitors | actives 2.1% (n = 360,000); also: % is scaled to controls: 0 for no effect and ±100 for the full control effect; nearly all actives have a fitted effect of over 60% in size
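Concentration-response testing used A549 ARE_Fluc cells at 5000 cells/well. Following an 18-24 h compound incubation, viability was read by fluorescence (Ex 405/Em 525) and luciferase output by luminescence.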
ATXN viability: cell viability loss in ATXN counter-screen; S2 cells (HEK-293 line with an ATXN2-luciferase reporter) viability, CellTiter-Fluor protease fluorescence, 24 h; Potency, µM (doses to about 56.7 µM), most hits filed as cytotoxic; actives 0.49% (n = 400,000); also: nearly all actives have a fitted effect of over 40% in size
Nrf2 activator: activators of Nrf2 (ARE) signaling. AREc32 ARE-luciferase reporter (MCF7-derived line), luminescence, 24 h. Potency, µM (top dose mostly 46.1 µM), for the others: at the highest dose activation, usual class: activators. actives 0.31% (n = 410,000); also: % of control where 0% means no effect; nearly all actives have a fitted effect of over 65% in size
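Cells of the AREc32 ARE-luciferase line are plated in OPTI-MEM containing 5% FBS and left overnight at 37 deg C. Compounds are pinned in, incubation continues 24 hr, and firefly luciferase signal is then measured.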
MCF10A rerep: inducers of DNA re-replication in MCF 10A breast cells; MCF 10A DNA re-replication, Hoechst nuclear intensity, 48 h; Potency, µM (highest dose often 46.1 µM), without a hit: at the top dose activity, positive = re-replication, actives largely listed as activators; actives 2.9% (n = 350,000); also: % of control where 0% means no effect; nearly all actives have a fitted effect of over 50% in size
HepG2 tox: HepG2 cytotoxicity, counter-screen for TGF-b inhibitors; actives 0.76% (n = 410,000); HepG2 CAGA-GFP viability, ATP luminescence, 18 h; Potency, µM (series often up to 46.1 µM), for inactives: at the highest dose activity change, negative = cytotoxicity, hits mostly cytotoxic; also: some results filed as inactive show a strong effect at the top dose
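HepG2 CAGA-GFP cells (1000/well, DMEM with 1% FBS) received compound, then TGF-beta at 500 pg/mL final, and were incubated 18 hours at 37 degrees C. Viability was read by CellTiter-Glo luminescence. Media-only wells were set as complete cell-killing and DMSO as no toxicity.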
* marks the source's active call; other numbers are inactive results; i = inactive; ? = inconclusive; . = no result given; [ ] = dose if it differs, or a comment. Calls follow the shape of the dose curve; as a rule, active = well fitted curve in the direction sought with a large enough effect; inconclusive = small, poorly fitted or top-dose-only effect, or another doubt; inactive = no such curve, though single readings can be large; an effect the other way counts as inactive or inconclusive. Potency is read from the fitted curve at half-maximal effect. This is a subset; rates above refer to the full screens.

SMILES | TGFb inhibitor | A549 viability | EPAC2 antagonist | ATXN2 expr inh | Nrf2 inh | ATXN viability | Nrf2 activator | MCF10A rerep | HepG2 tox
O=C(O)CC(CC(=O)O)c1ccsc1 | -2% | -6% | 9% | 3% | -4% | i | -0.5% | -8% | -3%
COc1cc(C(=O)Nc2ccc3c(c2)C(=O)N(CCC(=O)O)C3=O)cc(OC)c1OC | 1% | -1% | 6% | -4% | . | i | 0.0% | 3% | 8%
Cc1ccccc1C(=O)c1c[nH]c(C(=O)NCCc2ccccn2)c1 | -2% | -7% | 4% | -15% | -19% | i | 0.2% | -6% | 11%
O=C(c1[nH]c(C(F)(F)F)nc1-c1ccccc1)N1CCC(Cc2ccccc2)CC1 | ? | . | -14% | -23% | . | i | -1.7% | . | -21%
O=C1OC(CN2CCOCC2)CN1N=Cc1ccc([N+](=O)[O-])o1 (stereo not drawn) | 3% | -16% | -10% | -18% | 1% | i | 0.5% | -3% | -11%
CCOC(=O)C1(Cc2ccccc2)CCN(Cc2cnn(C(C)C)c2)CC1 | 5% | -2% | 14% | -20% | 1% | i | 0.3% | ? | -1%
Cc1ccc(NC(=O)CSc2nnnn2-c2cccnc2)c(C)c1 | -15% | -15% | 1% | 10% | 9% | i | 0.4% | 16% | 2%
Nc1ccccc1S(=O)(=O)C(F)F | -4% | ? | 4% | . | -5% | i | -0.1% | 0% | 2%
O=C(NC1CCCCC1)c1ccc(CS(=O)Cc2ccccc2Cl)o1 (stereo not drawn) | 10% | -3% | 0% | -1% | -9% | i | -0.3% | ? | 3%
Cc1cc(C)n2ncc(C(=O)NCc3cccnc3)c2n1 | -17% | -1% | -5% | -7% | . | i | 2.1% | -4% | -5%
COc1ccc(C(=O)Nc2ccc3c(c2)OCO3)cc1S(=O)(=O)N1CCOCC1 | -11% | . | -8% | . | . | i | 0.3% | . | -34%
COc1ccc(C(=O)C2CCCN(C(=O)C3=CCCC3)C2)c(C)c1 (stereo not drawn) | ? | 12% | 5% | . | -3% | i | 2.8% | 1% | -12%
O=C(Nc1ccccc1O)c1ccc2c(c1)C(=O)N(Cc1ccco1)C2=O | 9% | -5% | 1% | -11% | 7% | i | ? | 17% | 8%
O=C(N/N=C\c1c(F)c(F)c(F)c(F)c1F)c1ccc(-c2ccccc2)cc1 | 2% | 1% | 7% | 2% | 15% | i | 0.1% | -2% | 17%
CC(=O)c1ccc(NC(=S)N(C)C2CCN(C)CC2)cc1 | 5% | -1% | 3% | -8% | 18% | i | 3.8% | -1% | -3%
COC(=O)c1ccc(N2C(=O)CC(N3CCOCC3)C2=O)cc1 (stereo not drawn) | 23% | -4% | -20%[57.1 µM] | 1% | 15% | i | 1.6% | -4% | 4%
Cc1ccccc1NC(=O)Cn1cccc1 | -14% | -2% | 6% | -3% | -5% | i | 0.2% | 3% | 0%
Cc1ccc(/C=N/NC(=O)c2c[nH]c3ccccc23)s1 | ? | -1% | -2% | 35%[activator] | ? | i | 3.4% | 5% | -20%
Cc1ccc(CNCC(=O)Nc2ccc(C)cc2Br)cc1 | 0% | 0% | -10% | 5% | 8% | i | 0.4% | ? | 1%
CC(C)N(C)c1ncnc2c1ncn2[C@H]1CN(Cc2ccc(-c3ccccc3)cc2)C[C@@H](CO)O1 | ? | . | 3% | ? | . | ? | 0.2% | . | -87%
Cc1cccc(N(C)C(=O)CN(C)S(=O)(=O)c2ccc3[nH]c4c(c3c2)CCCC4)c1 | ? | -11% | . | 0% | ? | ? | 0.3% | . | -24%
COc1cccc(NC(=O)CN(C)C(=O)c2ccc(NC(=O)CC3SC(N4CCCC4)=NC3=O)cc2)c1 (stereo not drawn) | 0% | -6% | 8% | . | 0% | i | -0.8% | 2% | -7%
O=C(O)c1cc(NCc2ccccc2)ccc1N1CCOCC1 | -2% | 1% | 21% | 1% | 4% | i | -0.4% | -9% | 0%
COc1ccc(S(=O)(=O)Nc2cc3c(cc2NCc2ccccc2)n(C)c(=O)n3C)cc1OC | 2% | 1% | . | 44%[activator] | ? | i | ? | . | -48%
Cc1nc(-n2nc(C)c(Cc3ccccc3Cl)c2C)sc1C(=O)N1CCC(C)CC1 | -34% | 1% | . | . | 16% | . | -0.3% | . | -2%

Taken from the results shown for reference:
SMILES | TGFb inhibitor | A549 viability | EPAC2 antagonist | ATXN2 expr inh | Nrf2 inh | ATXN viability | Nrf2 activator | MCF10A rerep | HepG2 tox
Cc1cccc(N(C)C(=O)CN(C)S(=O)(=O)c2ccc3[nH]c4c(c3c2)CCCC4)c1 | ? | -11% | . | 0% | ? | ? | 0.3% | . | -24%
COc1cccc(NC(=O)CN(C)C(=O)c2ccc(NC(=O)CC3SC(N4CCCC4)=NC3=O)cc2)c1 (stereo not drawn) | 0% | -6% | 8% | . | 0% | i | -0.8% | 2% | -7%
O=C(O)c1cc(NCc2ccccc2)ccc1N1CCOCC1 | -2% | 1% | 21% | 1% | 4% | i | -0.4% | -9% | 0%
COc1ccc(S(=O)(=O)Nc2cc3c(cc2NCc2ccccc2)n(C)c(=O)n3C)cc1OC | 2% | 1% | . | 44%[activator] | ? | i | ? | . | -48%
Cc1nc(-n2nc(C)c(Cc3ccccc3Cl)c2C)sc1C(=O)N1CCC(C)CC1 | -34% | 1% | . | . | 16% | . | -0.3% | . | -2%

(listing goes on)
SMILES | TGFb inhibitor | A549 viability | EPAC2 antagonist | ATXN2 expr inh | Nrf2 inh | ATXN viability | Nrf2 activator | MCF10A rerep | HepG2 tox
Cc1nn(C)cc1/C=N/NC(=O)c1ccco1 | -9% | 1% | -1% | 11% | 178% | i | 8.7% | 0% | 5%
COc1c(C)cc(S(=O)(=O)NCCN2CCOCC2)c(C)c1C | 1% | -7% | -4% | 3% | -12% | i | -1.5% | 0% | -2%
CN(C1CCS(=O)(=O)C1)S(=O)(=O)c1ccccc1 (stereo not drawn) | 14% | 0% | 1% | -6% | -1% | i | -2.3% | -27% | 15%
COc1ccc(Br)cc1[C@H]1[C@H]2C=CC[C@@H](C)[C@@H]2C(=O)N1Cc1ccccc1 | -21% | -17% | ? | -1% | 21µM* | ? | -0.6% | ? | 0%
COC(=O)c1cc(=O)nc(NN=Cc2ccc(C)cc2)s1 | -1% | . | 21% | 11% | . | i | 1.2% | . | -10%
COC(=O)c1ccsc1-n1cc(C#N)c(=O)n(C)c1=O | 2% | -13% | -2% | . | ? | i | -0.6% | -23% | 9%
CCOC(=O)c1c(NC(=S)N2CCOCC2)sc(C)c1C | 16% | -1% | 4% | 1% | -8% | . | -0.4% | 1% | -17%
CCOC(=O)Cc1nn[nH]n1 | -4% | -9% | 4% | -3% | -1% | i | 0.3% | -8% | 24%
COc1ccc(-c2coc3cc(O)cc(O)c3c2=O)cc1OC | 0% | -2% | -4% | 25% | 0% | i | 2.7% | 1% | -7%
NC(=O)c1ccc(N=C2C(=O)Nc3ccc([N+](=O)[O-])cc32)cc1 | -11% | -10% | ? | . | 1% | i | -0.9% | 4% | 6%
CC1CCN(C(=O)COC(=O)c2cccc(S(=O)(=O)N3CCOCC3)c2)CC1 | 11% | . | -8% | . | . | i | -1.1% | . | 4%
O=C(NC1CCCCC1)C1CCN(S(=O)(=O)c2cccs2)CC1 | -6% | -5% | 0% | 6% | -5% | i | -0.8% | -1% | -1%
Cc1ccccc1NC(=O)C1CCN(C(=O)c2cnn(-c3ccccc3)c2-n2cccc2)CC1 | -22% | -6% | . | -7% | 5% | i | -0.4% | . | -12%
Cc1ccn2c(NC(=O)C(C)(C)Oc3ccc(Cl)cc3)c(-c3cccs3)nc2c1 | ? | ? | -10% | 7% | ? | ? | 6.7% | ? | -12%
Cc1nc([N+](=O)[O-])c(C(=O)OCc2cccc(Br)c2)n1C | 7% | -1% | -2% | 4% | 2% | i | -0.2% | 7% | 0%
O=C(Cc1cccc2ccccc12)NCC1CCCO1 (stereo not drawn) | 18% | -2% | 1% | 1% | -22% | i | -0.2% | -6% | 1%
CCOC(=O)C1CCCN(C(=O)c2ccc3c(c2)N(Cc2ccccc2)C(=O)c2ccccc2S3(=O)=O)C1 (stereo not drawn) | . | -5% | . | . | 18% | . | 4.2% | . | -27%
COc1ccc(C(=O)NCCSCc2ccccc2)cc1OC | 3% | 0% | -7% | 3% | ? | i | 0.3% | -12% | 12%
COc1cccc(C(=O)N/N=C(\C)c2ccc(NC(=O)Cc3ccccc3)cc2)c1OC | -18% | 0% | -3% | 13% | 7% | i | -0.3% | ? | 2%
CCCc1ccc(OCc2ccc(C(=O)N/N=C/c3cccnc3)o2)cc1 | -15% | -12% | 4% | 27% | ? | i | -0.2% | 4% | -34%
